Screening data deposited in PubChem BioAssay by IUPUI and University of Michigan.
ST2 IL33 inh = blocks human ST2 binding to IL-33; Q01638; AlphaLISA ST2-Fc/biotin-IL-33 interaction, 1 h; inhibition, % for hits at 17 µM; 78,000 compounds, 2.3% hits; AID 1259354; in the data active = inhibition above about 30%; inconclusive = mostly about 10% to 28%
Target sequence (Q01638 whole entry, looked up): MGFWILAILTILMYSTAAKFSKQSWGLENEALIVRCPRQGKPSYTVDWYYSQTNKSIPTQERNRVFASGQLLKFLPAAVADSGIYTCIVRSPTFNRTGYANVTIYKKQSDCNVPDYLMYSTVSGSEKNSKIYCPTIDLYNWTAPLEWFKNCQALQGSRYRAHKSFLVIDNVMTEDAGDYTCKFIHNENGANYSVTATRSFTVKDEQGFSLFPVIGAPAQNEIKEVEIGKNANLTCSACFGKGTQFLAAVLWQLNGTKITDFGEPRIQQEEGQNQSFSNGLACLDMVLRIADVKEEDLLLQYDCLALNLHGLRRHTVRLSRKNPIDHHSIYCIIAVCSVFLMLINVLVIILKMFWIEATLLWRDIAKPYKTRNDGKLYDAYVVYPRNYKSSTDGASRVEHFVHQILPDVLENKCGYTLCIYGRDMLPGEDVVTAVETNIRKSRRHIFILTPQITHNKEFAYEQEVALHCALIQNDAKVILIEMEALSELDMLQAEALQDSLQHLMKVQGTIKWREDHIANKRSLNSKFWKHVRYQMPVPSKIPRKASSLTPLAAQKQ
* = called active by the depositor; i = inactive; ? = inconclusive; ! = repeats disagree.

| Molecule | ST2 IL33 inh |
| --- | --- |
| O=C(NCCc1ccc(Cl)cc1)C1CC(=O)N(C2CCCCCC2)C1 (stereo unspecified) | i |
| CC1=CCC2CC1C(c1ccc(N(C)C)cc1)OC2(C)C (stereo unspecified) | 60%* |
| CCOCCCn1c(=N)c(C(=O)NCc2cccnc2)cc2c(=O)n3ccccc3nc21 | i |
| Cc1noc(-c2ccccc2OC23CCCN(CC2)C3)n1 (stereo unspecified) | i |
| COc1ccc2nc(N3CCC(C(=O)NCc4cccs4)CC3)sc2c1 | i |
| CC(=O)Nc1nnc(SCc2ccc(Br)cc2)s1 | ? |
| COc1cccc(-c2cc(C(F)(F)F)nc(N3CCCCC3)n2)c1 | i |
| O=C(O)c1ccc2c(=O)n(CCc3ccccc3)c(=O)[nH]c2c1 | i |
| COC(=O)c1c(NC(=O)C(C)C)sc(C(N)=O)c1C | i |
| CN(C)c1ccc(CN2C[C@H](O)C[C@H]2c2nc(-c3ccccc3)no2)cc1 | i |
| CC1(C)CC(O)(CNCc2ccc3c(c2)OCO3)CCO1 (stereo unspecified) | i |
| Cc1ccc(C(=O)Nc2cc(C)ccc2OCc2cc(=O)n3oc(C)cc3n2)cc1 | i |
| COc1ccc2nc(NC(=O)NC3CCCCC3)sc2c1 | ? |
| CCc1ccccc1S(=O)(=O)Cc1ccc(C(=O)N2CCN(c3ccccn3)CC2)o1 | i |
| Cc1cc2c(cc1[N+](=O)[O-])C(=O)c1cc3ccccc3nc1-2 | 36%* |
| O=C(CN1N=NC2C(=O)N(c3ccc(F)cc3)C(=O)C21)Nc1ccc(Br)cc1 (stereo unspecified) | i |
| Cn1c(=O)n(Cc2ccccc2)c(=O)c2c1[nH]c(=O)n2C | ? |
| CCc1nnc(NC(=O)c2cc3c(s2)-c2c(C)cccc2OC3)s1 | i |
| CN(Cc1ccc(-n2cccn2)cc1)CC1CCC(N)CC1 (stereo unspecified) | ? |
| Cc1nn2c(=O)/c(=C\c3ccc(Cl)cc3Cl)sc2nc1=O | i |
| Cc1cc(=O)oc(C)c1C(=O)NC1CCCc2ccccc21 (stereo unspecified) | i |
| Cc1cc(=O)oc(C)c1C(=O)NCCN1CCOCC1 | i |
| COCCN(CC1CCCO1)C(=O)c1sc2ncn(C)c(=O)c2c1C (stereo unspecified) | i |
| O=C(c1cc(Nc2ccccc2)nc2ccccc12)N1CCCC1 | ? |
| O=C(Nc1cccnc1)c1ccccc1F | i |
| Cn1cnnc1SCC(=O)Nc1ccc(Br)c2cccnc12 | ? |
| O=C1c2ccc(Br)cc2C(=O)N1CN1CCOCC1 | i |
| O=C(O)CCC(=O)N1CCc2cc(S(=O)(=O)Nc3ccc(Cl)cc3)ccc21 | ? |
| COc1ccc(S(=O)(=O)n2nc(C)c(Sc3ccccc3)c2C)cc1 | i |
| O=C(C1CC1)N1CCc2cc(Br)cc(S(=O)(=O)Nc3cccc(Cl)c3)c21 | i |
| CC1=C(C(=O)OCCc2ccccc2)C(c2ccc(N(C)C)cc2)C2=C(CC(C)(C)CC2=O)N1 (stereo unspecified) | i |
| CCN1CCCC1CNC(=O)CSc1cc(=O)n(C)c2ccccc12 (stereo unspecified) | i |
| CCN(CC)C(=O)c1cn(CC)c(=O)c2cc(OC)c(OC)cc12 | i |
| Cc1ccoc1-c1n[nH]c(Cc2ccccc2)n1 | i |
| CCOc1ccc(N2C(=O)NC(=O)C(=S(C)C)C2=O)cc1 | i |
| COc1ccc(S(=O)(=O)NC[C@@H]2C=C(C)[C@H](CC(=O)N3CCN(C)CC3)C[C@H]2C(C)C)cc1 | i |
| CC(=O)c1ccc(OCC(=O)NC2CCS(=O)(=O)C2)cc1 (stereo unspecified) | i |
| CC(=O)c1ccc(N2C(=O)c3c(C)nc4ccccc4c3C2=O)cc1 | i |
| CC1CCCN(C(=O)C2c3ccccc3C(=O)N3CCc4ccccc4C23)C1 (stereo unspecified) | i |
| Cc1nnc(-c2cn(CC(=O)Nc3ccc(S(N)(=O)=O)cc3)c3ccccc23)o1 | i |
| CCN(CC)S(=O)(=O)c1ccc2c(c1)C(=O)c1cc(S(=O)(=O)N(CC)CC)ccc1-2 | i |
| CC(C)NC(=O)[C@@H]1C[C@H](N)CN1C(=O)c1cccc2cnccc12 | ? |
| COC(=O)c1ccc(-c2noc(CN3CCC(c4ccc(F)cc4)C3)n2)cc1 (stereo unspecified) | i |
| Cc1nnc(SCC(=O)N2CCc3c([nH]c4ccccc34)C2C2CCCCC2)s1 (stereo unspecified) | ? |
| O=C1Nc2c(Cl)cc(Cl)cc2C1=O | i |
| O=C(NC1CCCCC1)C1CCN(S(=O)(=O)c2cccs2)CC1 | i |
| CCOC(=O)c1ccc(CN2Cc3ncccc3C2=O)o1 | ? |
| CC(C)C(NC(=O)CCc1cccnc1)c1nnc2n1CCNCC2 (stereo unspecified) | ? |
| COc1cccc(-c2cc(N3CCN(S(=O)(=O)c4ccc(Br)cc4)CC3)ncn2)c1 | i |
| COc1cccc(CNC(=O)c2ccc(C(C)N3CCCCC3)o2)c1OC (stereo unspecified) | i |
| COc1ccc(-c2coc3cc(O)cc(O)c3c2=O)cc1OC | ? |
| O=c1c2c(nc(SCc3ccccc3F)n1-c1ccc(F)cc1)CCS2 | ? |
| CCOc1ncnc2c1sc1nc3c(cc12)COC(C)(C)C3 | ? |
| CCN(C/C=C/c1ccccc1)C(=O)c1cc2cccnc2nc1C | i |
| Cc1[nH]nc(SCC(=O)N2CCCCCC2)c1[N+](=O)[O-] | i |
| COC(=O)C(C)Oc1ccc2c(=O)c(Oc3cc(C)cc(C)c3)coc2c1 (stereo unspecified) | ? |

Grouped by structure: those above containing two or more sulfur atoms
| Molecule | ST2 IL33 inh |
| --- | --- |
| COc1ccc2nc(N3CCC(C(=O)NCc4cccs4)CC3)sc2c1 | i |
| CC(=O)Nc1nnc(SCc2ccc(Br)cc2)s1 | ? |
| CCc1nnc(NC(=O)c2cc3c(s2)-c2c(C)cccc2OC3)s1 | i |
| COc1ccc(S(=O)(=O)n2nc(C)c(Sc3ccccc3)c2C)cc1 | i |
| CCN(CC)S(=O)(=O)c1ccc2c(c1)C(=O)c1cc(S(=O)(=O)N(CC)CC)ccc1-2 | i |
| Cc1nnc(SCC(=O)N2CCc3c([nH]c4ccccc34)C2C2CCCCC2)s1 (stereo unspecified) | ? |
| O=C(NC1CCCCC1)C1CCN(S(=O)(=O)c2cccs2)CC1 | i |
| O=c1c2c(nc(SCc3ccccc3F)n1-c1ccc(F)cc1)CCS2 | ? |

Sorted by count of non-hydrogen atoms (ascending): part of the list above.
| Molecule | ST2 IL33 inh |
| --- | --- |
| O=C1Nc2c(Cl)cc(Cl)cc2C1=O | i |
| O=C(NC1CCCCC1)C1CCN(S(=O)(=O)c2cccs2)CC1 | i |
| COc1ccc(S(=O)(=O)n2nc(C)c(Sc3ccccc3)c2C)cc1 | i |

Following part:
| Molecule | ST2 IL33 inh |
| --- | --- |
| Cc1ccc(N2CC(NC(=O)Cc3cccs3)CC2=O)cc1 (stereo unspecified) | i |
| Cc1cccc(N2CCN(S(=O)(=O)c3ccc4c(c3)CCC(=O)N4)CC2C)c1 (stereo unspecified) | i |
| Cc1cc(Cl)ccc1S(=O)(=O)Nc1ccccn1 | i |
| O=C(Nc1ccccc1)c1cc2n(n1)CCCN(C(=O)c1csnn1)C2 | ? |
| O=C(O)C(Cc1c[nH]c2ccccc12)NC(=O)C12CC3CC(CC(C3)C1)C2 (stereo unspecified) | i |
| Cc1cc(C)c(S(=O)(=O)NCc2ccc(S(N)(=O)=O)cc2)c(C)c1 | i |
| Cc1ccc(NC(=O)C(c2ccccc2)c2ccccc2)c(C)c1 | i |
| COc1ccc(COc2ccccc2C(=O)Nc2ccccn2)cc1[N+](=O)[O-] | i |

(listing goes on)
SMILES	ST2 IL33 inh
O=C1CC(Sc2ncccn2)C(=O)N1c1ccccc1 (stereo unspecified)	?
CCC(C)NC(=O)c1cc2cc3ccc(Cl)cc3nc2o1 (stereo unspecified)	31%*!
COc1ccc(OC)c(S(=O)(=O)Nc2cc(C)ccc2OC)c1	i
COc1cc2[nH]c(=O)n(CCCC(=O)N3CCOCC3)c(=O)c2cc1OC	i
CCn1cc(C(=O)NCCOC)c(=O)c2cc(S(=O)(=O)N3CCC(C)CC3)ccc21	i
O=C(Nc1ccc(Cl)cc1)C1CCN(S(=O)(=O)c2cccs2)CC1	i
CN(C)C(=O)CCc1cc(C(C)(C)C)c(O)c(C(C)(C)C)c1	?
Cc1ccccc1NC(=O)CC(=O)NCCOc1c(C)cccc1Cl	?
COc1ccc(-n2nc3c(c2NC(=O)c2cc(OC)cc(OC)c2)CSC3)cc1	i
CC(=NC1CC1)c1c(C)[nH]n(-c2ccc([N+](=O)[O-])cc2)c1=O	i
CSc1nc(=O)[nH]nc1SCc1ccccc1	i
COc1ccc(Nc2ncnc3nc[nH]c23)cc1OC	i
CC1(C)CC2CC(C)(CN2C(=O)C2CCN(S(=O)(=O)c3ccccc3[N+](=O)[O-])CC2)C1 (stereo unspecified)	?
Cc1cc(C)c(Cc2c(C)nc3c(C(=O)NCc4cccs4)cnn3c2C)c(C)c1	i
CC(C)NCC(O)c1ccc(O)c(O)c1 (stereo unspecified)	i
O=c1c2c(nc3n1CCS3)-c1ccccc1CC21CCCCC1	i
Cc1ccc2oc(-c3ccc(C)c(NC(=O)c4ccccc4)c3)nc2c1	i
COc1ccc2cc3cc(C(=O)N4CCCC4)oc3nc2c1	?
CCCCc1ccc(S(N)(=O)=O)cc1	i
CCOc1ccc(C2CC(c3ccc(C)cc3)n3nc(N)nc3N2)cc1 (stereo unspecified)	?
Cc1ccc(OCCCCN2CCCCC2)c(C)c1	i
O=C(NCCSc1ccccc1)c1ccc(Br)cc1	i
Cc1ccc2nc(-c3ccc(NC(=O)CC4OCCN(C)C4=O)cc3)sc2c1 (stereo unspecified)	?
Cn1cnnc1CC1CCN(C(=O)c2cccc(Cn3cccn3)c2)CC1	?
CN1CCOC(CCNC(=O)c2cccc3cnccc23)C1 (stereo unspecified)	?
COc1cccc(NC(=O)c2cccc(F)c2)c1	i
Cc1ccc(CN2C(=O)c3ccccc3Sc3ccc(C(=O)O)cc32)cc1	i
COc1ccc(C(C[N+](=O)[O-])c2c(C)[nH]c3ccccc23)c(OC)c1 (stereo unspecified)	?
CC(=O)Nc1ccc(S(=O)(=O)NC2=NCN(C3CCCCC3)CN2)cc1	?
NC(=O)C1(S(=O)(=O)c2ccccc2)CCCCC1	?
O=c1[nH]c(Nc2cccc(F)c2)nnc1Cc1ccccc1Cl	i
Cc1ccc(OCC(O)Cn2cnc3ccccc32)cc1 (stereo unspecified)	i
COc1cccc(NC(=O)Nc2ccc(Cl)cc2)c1	i
Cc1c(C(=O)Nc2ccc(F)cc2)cccc1[N+](=O)[O-]	i
COc1ccc2[nH]cc(C=O)c2c1	?
CC(NC(=O)CSc1ccccc1)c1ccccc1 (stereo unspecified)	?
O=S(=O)(c1cccc(C(F)(F)F)c1)N1CCSC1c1ccc(Cl)cc1 (stereo unspecified)	i
Cc1ccc(Cl)cc1NC(=O)CN1CCN(Cc2cccc(Cl)c2)S1(=O)=O	i
COc1c(F)ccc(C(=O)N2CCCC3(CC2)CN(C)C(=O)O3)c1F (stereo unspecified)	i
NC(=O)c1c(NC(=O)C23CC4CC(CC(C4)C2)C3)sc2c1CCCC2	?
CCc1ccc(S(=O)(=O)N2CCSC2c2ccc(OC)c(OC)c2)cc1 (stereo unspecified)	i
O=c1c(Cl)c(Cl)cnn1-c1ccc([N+](=O)[O-])cc1	i
CCc1ccc(C2C(C#N)=C(SCc3ccccc3)NC(=O)C2C(=O)OC)cc1 (stereo unspecified)	i
Cc1c(Cl)cccc1N=Cc1ccc([N+](=O)[O-])cc1	?
COc1cc2c(cc1OC)C(C(=O)NC1CCCCCC1)C(c1cccs1)N(C)C2=O (stereo unspecified)	i
CCCCNC(=O)Nc1c(Cl)nc(C)c(Cl)c1C	i
CC1=C(C(=O)N2CCC(Oc3cccc(C(=O)NCc4ccccn4)c3)CC2)OCCO1	i
Cc1cc(NC(=O)Cc2c(C(=O)O)[nH]c3ccccc23)no1	i
O=c1c(-c2ccc3c(c2)OCCCO3)coc2cc(O)cc(O)c12	i
CC(C)NC(=O)c1cc2c(=O)n3ccccc3nc2n1C	i
COc1ccc(NC(=O)c2cc(C)on2)c(OC)c1	?
CC(=O)NS(=O)(=O)c1ccc(NS(=O)(=O)c2ccccc2[N+](=O)[O-])cc1	i
CCCc1ccc(Oc2coc3cc(OC)ccc3c2=O)cc1	i
COc1ccc(S(=O)(=O)NCC2CCN(S(=O)(=O)c3ccc(OC)cc3)CC2)cc1	i
Cc1nc([N+](=O)[O-])c(NCCO)n1Cc1ccccc1	i
Cc1cccc(C(=O)Nc2ccc(Nc3nc(C)cc(N(C)C)n3)cc2)c1	?
CCc1cc(C(=O)N2CCc3c(cc(-c4ccccc4Cl)c(=O)n3Cc3ccncc3)C2)no1	?
CC(=O)Nc1ccc(CN(Cc2ccco2)C(C)C(C)C)cc1 (stereo unspecified)	i
Cc1nn(C)c(C)c1CN(CCO)C(=O)CC12CC3CC(CC(C3)C1)C2	?
CC(C)(Oc1ccc(Cl)cc1)C(=O)NCc1ccc2c(c1)OCO2	i

(list continues)
SMILES	ST2 IL33 inh
Cc1ccc(S(=O)(=O)Nc2ccc(I)cc2)cc1	i
CC(=O)N(c1ccc2oc3c(c2c1)CCCC3)S(=O)(=O)c1ccc(F)cc1	?
COc1cccc(F)c1-c1cc(NC(C)C)ncn1	?
CC(C)(C)C#CC(N1CCOCC1)N1CCOCC1	?
CN1CCC(Cc2noc(-c3ccc(Cn4cnnn4)cc3)n2)CC1	?
O=C(c1ccc([N+](=O)[O-])cc1)N1CCN(c2ccccn2)CC1	i
CC(Cn1cncn1)NCc1nncn1C1CCCCC1 (stereo unspecified)	i
CN(C)C(=O)Oc1ccc[n+](C)c1	i
CCCCOc1ccc(C(=O)Nc2sc3c(c2C(=O)OCC)CC(C)(C)OC3)cc1	i
CCC(C)N1C(=O)CN(C2CCCCC2)C(=O)C1c1ccc(OC)cc1 (stereo unspecified)	?
COc1ncccc1C(=O)N1CC(c2ccncc2)C1	i
O=C(NCc1ccc2c(c1)OCO2)C1CCN(S(=O)(=O)c2cccs2)CC1	i

A portion of the library; the hit share may differ from the screen's.
